D3 ag: activates the human D3 dopamine receptor. P35462. D3R DiscoveRx beta-arrestin cells, luminescence, 90 min. max activation, %. 0.58% of 410,000 active; in the data active = max activation above about 30%; note: 0% is about no effect; mostly tested at two doses, the higher about 12 µM
Target sequence (P35462 whole entry, looked up): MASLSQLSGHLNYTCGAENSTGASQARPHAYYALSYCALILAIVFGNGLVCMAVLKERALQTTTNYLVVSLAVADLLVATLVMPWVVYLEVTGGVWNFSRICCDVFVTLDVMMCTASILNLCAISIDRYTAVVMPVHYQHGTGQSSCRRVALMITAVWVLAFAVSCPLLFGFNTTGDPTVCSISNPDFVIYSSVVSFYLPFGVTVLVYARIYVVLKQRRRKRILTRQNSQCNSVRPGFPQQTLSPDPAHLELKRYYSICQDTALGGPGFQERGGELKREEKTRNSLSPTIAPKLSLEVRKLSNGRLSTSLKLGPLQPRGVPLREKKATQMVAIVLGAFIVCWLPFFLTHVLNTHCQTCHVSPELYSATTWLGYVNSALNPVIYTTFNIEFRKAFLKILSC
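Cells at 1500/well, incubated overnight, then treated with pinned compounds (dopamine as control) for 90 min at 37 degrees C. DiscoveRx reagent added for 30 - 60 minutes at room temperature; luminescence read.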
EPAC2 antag: EPAC2 (human) antagonism; EPAC2 GEF exchange of Rap1B-BODIPY-GDP, fluorescence; Q8WZA2; 0.18% of 360,000 active; Potency, µM (doses to about 114 µM), for the others: at the top dose activity, negative = inhibition, most hits filed as inhibitors; note: potency is the fitted concentration of half-maximal effect; % is set by controls: 0 for no effect and ±100 for the full control effect; nearly all actives have a fitted effect of over 45% in size; many of its hits are not listed in these tables
EPAC2 ag: EPAC2 (human) agonism. 0.079% of 360,000 active. AID 720711. Q8WZA2. EPAC2 activation, biochemical qHTS; response scale: 100% = 6.5 mM cAMP response. Potency, µM (top dose mostly 154 µM), inactives show at the top dose activation, hits mostly activators; note: potency is the fitted concentration of half-maximal effect; nearly all actives have a fitted effect of over 50% in size
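EPAC2 (100 nM) mixed with Rap1B loaded with BODIPY-GDP (250 nM) plus 50 uM unlabeled GDP; compounds pinned in, 5 min RT, then read every 5 min for 30 min (ex 480, em 540 nm). Normalized to cAMP control.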
PTHR1 agonist: activates the human parathyroid hormone receptor PTHR1; Q03431; Potency, µM (titrated, usually from 115 µM), without a hit: top-dose activation, hits mostly activators; 0.075% of 410,000 active; HEK293 GP2 PTHR1 cells, GloSensor cAMP luminescence, 1 h; note: potency is the fitted concentration of half-maximal effect; nearly all actives have a fitted effect of over 55% in size; some results filed as inactive show a strong effect at the top dose; inactives centre near -15; many of its hits are not listed in these tables
Target sequence (Q03431 whole entry, looked up): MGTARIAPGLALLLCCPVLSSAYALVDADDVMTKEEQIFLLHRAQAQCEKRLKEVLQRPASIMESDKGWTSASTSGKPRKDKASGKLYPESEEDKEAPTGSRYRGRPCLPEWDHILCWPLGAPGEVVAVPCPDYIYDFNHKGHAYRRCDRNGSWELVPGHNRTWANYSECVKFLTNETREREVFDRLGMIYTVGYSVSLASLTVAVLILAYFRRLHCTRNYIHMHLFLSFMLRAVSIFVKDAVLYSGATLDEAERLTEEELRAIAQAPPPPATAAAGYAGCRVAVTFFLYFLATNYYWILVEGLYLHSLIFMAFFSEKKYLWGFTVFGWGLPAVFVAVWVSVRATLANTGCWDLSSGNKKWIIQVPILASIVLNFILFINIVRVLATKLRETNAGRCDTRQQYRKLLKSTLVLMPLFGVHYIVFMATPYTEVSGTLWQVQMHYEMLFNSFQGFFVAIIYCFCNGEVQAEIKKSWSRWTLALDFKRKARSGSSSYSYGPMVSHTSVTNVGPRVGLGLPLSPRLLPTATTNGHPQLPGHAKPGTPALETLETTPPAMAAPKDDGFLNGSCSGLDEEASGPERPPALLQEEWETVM
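HEK-293-derived GP2 cells expressing PTHR1 and a GloSensor cAMP reporter, 3,000/well, plated overnight, given luciferin plus IBMX (each 0.5 mM as added) for 1 h at 37 °C, then compound for 1 h at 37 °C. Luminescence was read after 15 min at room temperature.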
pAkt inh: blocks phosphorylation of Akt; activity change, % for hits at 50 µM; Neuro2A IGF-stimulated pAkt S473 HTRF, 20 min; hits give low values; 0.32% of 360,000 active; in the data active = activity change below about -80%; inconclusive = mostly about -51% to -80%; note: % is set by controls: 0 for no effect and ±100 for the full control effect
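Neuro2A cells in DMEM with 0.5% FBS, overnight at 37 deg C, given compound at single 50 µM final, then IGF (6 nM final) for 20 min at 37 deg C. Lysed; phospho-Akt Ser473 by HTRF after 24 h, 665/615 ratio.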
DRD3 antagonist: D3 dopamine receptor (human) antagonism; P35462; max response, negative = inhibition, %; AID 652054; D3R cells, DiscoveRx beta-arrestin luminescence, antagonist mode; hits give low values; 2.5% of 360,000 active; in the data active = max response below about -50%; inconclusive = no clear call, values can overlap the other calls; note: % is set by controls: 0 for no effect and ±100 for the full control effect; mostly tested at two doses, the higher about 12 µM
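Cells expressing the human receptor were seeded at 1500 cells/well, incubated overnight at 37 degrees C in 5% CO2, then exposed to library compounds with dopamine controls for 90 minutes at 37 degrees C before luminescent detection.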
CCT chaperon mod: changes cytosolic chaperonin activity. activity change, % (test concentration not listed), hits read low. AID 651819. 0.3% of 360,000 active. purified chaperonin ATPase assay, HTRF ADP detection, 30 min; in the data active = activity change below about -30%; note: % is set by controls: 0 for no effect and ±100 for the full control effect
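TRiC (40 or 20 nM final, by batch activity) in 30 mM Tris pH 7.4, 100 mM KCl, 5 mM MgCl2, 1 mM DTT was treated with compound at 76 uM single dose, then 10 uM ATP, 30 min at 37 °C. ADP was read by HTRF Transcreener.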
MmCpn inh: blocks the Methanococcus maripaludis chaperonin Mm-Cpn; purified Mm-Cpn ATPase, ADP Transcreener TR-FRET; Potency, µM (top dose mostly 76.9 µM), for inactives: at the top dose activity, negative = inhibition, usual class: inhibitors; 0.031% of 330,000 active; AID 504842; note: potency is the fitted concentration of half-maximal effect; % is set by controls: 0 for no effect and ±100 for the full control effect; nearly all actives have a fitted effect of over 80% in size
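Measured: ADP formation by purified Mm-CPN. Conditions: 25 nM protein, 10 uM ATP, Tris pH 7.4 with Mg2+, K+ and DTT, 37°C for 30 min. Detection: Transcreener HTRF after 30 min at room temperature.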
Active calls of the source: *; i = inactive; ? = inconclusive; . = not tested or not shown; [ ] = remark or other dose. Unless noted, calls come from the whole dose curve; as a rule, active = well fitted curve in the direction sought with a large enough effect; inconclusive = small, poorly fitted or top-dose-only effect, or another doubt; inactive = no such curve, though single readings can be large; an effect the other way counts as inactive or inconclusive.

nr	canonical_smiles	D3 ag	EPAC2 antag	EPAC2 ag	PTHR1 agonist	pAkt inh	DRD3 antagonist	CCT chaperon mod	MmCpn inh
1	CC(C)(C)c1ccc(C(=O)NCC(=O)O)cc1	6	0%	3%	-22%	i	-29	-0.7	1%
2	CCOc1ccc2[nH]c(=S)sc2c1	-13	-2%	8%	-25%	i	-53*	0.7	.
3	CC(C)CN(C(=O)c1ccc([N+](=O)[O-])s1)c1c(N)n(Cc2ccccc2)c(=O)[nH]c1=O	-5	-2%	-4%	-1%	i	2	-1.0	2%
4	Cc1nn(C(C)C(=O)N2CCc3ccccc32)c(C)c1[N+](=O)[O-] (stereo not given)	7	1%	10%	-8%[57.5 µM]	i	-4	-1.7	1%
5	Nc1cc(C(=O)c2cccs2)ccc1Cl	0	5%	-3%	i	i	-11	-4.4	-2%
6	Cc1ccc(C(=O)N[C@H](C(=O)N2CCN(c3ncccn3)CC2)C(C)C)cc1	-5	38%[activator]	0%	-11%	i	0	-0.2	.
7	COc1ccc(CCN2C(=O)c3cccc4c(C(=O)N5CCCCC5)ccc(c34)C2=O)cc1OC	30	-15%	6%	-36%	i	48	1.6	0%
8	CCOc1ccccc1NC(=O)/C=C/C(N)=O	-5	7%	11%	i	i	-8	-2.0	-1%
9	CCN(C(=O)CN1c2ccccc2CC1C)c1c(N)n(Cc2ccccc2)c(=O)[nH]c1=O (stereo not given)	0	-3%	10%	i	i	3	1.0	3%
10	COc1ccc(OC)c(/C=C/C(=O)c2ccc3c(c2)OCO3)c1	1	-22%	7%	-44%[inhibitor]	i	7	0.6	-12%

Some of the entries so far, with two lines to a compound:
Below each compound: D3 ag | EPAC2 antag | EPAC2 ag | PTHR1 agonist | pAkt inh | DRD3 antagonist | CCT chaperon mod | MmCpn inh
[1] CC(C)(C)c1ccc(C(=O)NCC(=O)O)cc1
→ 6 | 0% | 3% | -22% | i | -29 | -0.7 | 1%
[4] Cc1nn(C(C)C(=O)N2CCc3ccccc32)c(C)c1[N+](=O)[O-] (stereo not given)
→ 7 | 1% | 10% | -8%[57.5 µM] | i | -4 | -1.7 | 1%

Next compounds:
nr	canonical_smiles	D3 ag	EPAC2 antag	EPAC2 ag	PTHR1 agonist	pAkt inh	DRD3 antagonist	CCT chaperon mod	MmCpn inh
11	Cc1c(NC(=O)NC(=O)c2ccc(F)cc2)c(=O)n(-c2ccccc2)n1C	1	-18%[57.1 µM]	-19%	-6%[57.5 µM]	i	-2	0.4	-10%
12	Cc1ccnc(NCc2ccc(Cl)cc2)c1	-5	?	-4%	i	i	-4	1.4	1%
13	Cc1cc(C)n2nc(SCC(=O)N3CCN(c4ccc(F)cc4)CC3)nc2n1	6	-13%	2%	-12%	i	3	-3.4	1%
14	CC(C)(C)OC(=O)C[C@H]1C/C=C\C[C@H](CC(=O)N(CCO)Cc2ccccc2)C(=O)NC[C@H](c2ccccc2)OC1=O	-1	-4%	0%	-31%[inhibitor]	i	6	-0.2	0%
15	COc1ccc(NC(=O)c2nc[nH]c2C(=O)N(C)CCO)cc1	-9	-1%	5%	-24%	i	8	1.1	.
16	CC(C)N=c1scc(-c2ccco2)n1/N=C/c1ccc(O)c(O)c1	19	-25%	?	-10%	i	5	-1.3	-3%
17	CC(C)(C)c1cc(NCCCn2ccnc2)n2ncc(-c3ccc(Cl)cc3)c2n1	9	-11%	-24%	i	i	14	-2.4	2%
18	Cc1nn(-c2ccc(C(F)(F)F)cn2)c(C)c1Oc1ccccc1O	-4	-11%	-4%	i	i	?	1.2	0%
19	CC(OC(=O)c1cc2sccc2n1C)C(=O)NCc1cccs1 (stereo not given)	-8	9%	0%	-32%[inhibitor]	i	-13	1.2	2%
20	CC(C)(C)OC(=O)N1CCC[C@H]1c1nnc(SCc2ccccc2F)o1	9	-19%	-83%[inhibitor][15.6 µM]	0%[57.5 µM]	.	6	-2.6	-5%
21	COc1ccc(CC2(CO)CCN(Cc3cnn(-c4ccccc4)c3)CC2)cc1	-19	4%	13%	-1%	i	?	-3.9	-5%
22	CC1Cc2ccccc2N1C(=O)COC(=O)c1ccc(O)cc1 (stereo not given)	1	-5%	1%	-29%	i	22	-0.1	2%
23	COc1ccc(S(=O)(=O)N2CCCCCC2)cc1C(=O)N1CCCC(C(F)(F)F)C1 (stereo not given)	2	-1%	-6%	-20%	i	-24	1.3	-3%
24	CC[C@]12c3[nH]c4cc(-c5ccco5)ccc4c3CCN1C(=O)[C@@H](CC(=O)NCc1ccc(OC)c(OC)c1)C[C@@H]2C(=O)N1CCN(C(=O)C2CC2)CC1	15	-3%	7%	-20%	i	35	-0.2	-1%
25	CCOC(=O)N1CCC(NC(=O)CCc2c(C)nc3nc(C)nn3c2C)CC1	4	-1%	-2%	i	i	2	0.9	-1%
26	CCCCOCCCNC(=O)C[C@@H]1C[C@@]2(C(=O)OCC)CCCC=C2N(CCC2=CCCCC2)C1=O	2	-27%	-7%	-36%[inhibitor]	i	3	.	.
27	O=C(NCCCc1nc2ccccc2[nH]1)c1ccco1	1	1%	9%	-18%	i	6	-1.9	-3%
28	COCCn1c(=NC(=O)c2ccccc2[N+](=O)[O-])sc2cc(S(C)(=O)=O)ccc21	4	-4%	-6%	i	i	9	-0.1	-1%
29	Cc1nc2sc3c(c2c(=O)[nH]1)CCCCC3	-10	9%	1%	-3%	i	-4	-1.9	0%
30	Cn1c(=O)oc2cc(S(=O)(=O)NCCC(=O)NCCc3ccc(Cl)cc3)ccc21	-33	4%	5%	i	i	?	0.7	2%
31	Cc1ccc(C)c(NC(=O)CSc2n[nH]c(-c3ccccn3)n2)c1	-13	20%	7%	i	i	-16	-0.2	0%
32	CCO[C@@H]1OC(C(=O)NCc2nc3ccccc3[nH]2)=C[C@H](c2ccc(C(F)(F)F)cc2)[C@H]1CCCO	7	-29%	3%	-37%[inhibitor]	i	13	-2.2	.
33	CCN(CC(=O)Nc1ccccc1C(F)(F)F)C(=O)CN1C(=O)NC(C)(c2ccc3ccccc3c2)C1=O (stereo not given)	8	-7%	0%	-15%	i	5	1.3	.
34	CCN(C[C@H]1N[C@@](C)(C(=O)OC)[C@H]2C(=O)N(C)C(=O)[C@@H]12)S(=O)(=O)c1ccc(-c2ccccc2)cc1	-30	2%	4%	-2%	i	-18	0.5	0%
35	COC(=O)c1cc2oc(C)cc2n1CC(=O)N1CCCc2ccccc21	3	?	13%	-25%	i	-7	-0.5	-2%
36	Cc1cccc(/C=C2\CCC(C3CCCC3)C2=O)c1 (stereo not given)	-3	17%	4%	-32%[inhibitor]	i	9	3.3	2%
37	Cc1c(C(=O)NN)nc2ccccn12	0	7%	6%	18%	i	-23	-1.7	0%
38	Cn1c(=O)c2c(nc(N3CCNCC3)n2Cc2ccccc2Cl)n(C)c1=O	-16	-5%	-7%	-4%	i	5	0.0	-3%
39	CCCC(=O)Nc1nnc(SCC(=O)N2C(C)CCCC2C)s1 (stereo not given)	1	4%	2%	-23%	i	-1	0.5	-10%
40	Cc1cccc(CSc2nncc(=O)[nH]2)c1	1	?	-4%	-14%	i	4	-1.0	4%
41	Cc1onc(-c2ccccc2Cl)c1C(=O)NC(=S)NCCc1ccccc1	-3	6%	17%	-13%	i	-8	-0.8	-3%
42	CC1(C)CC(NC(=O)C2CCCCC2)CC(C)(C)N1	-7	-1%	12%	i	i	0	-4.0	-2%
43	COc1ccccc1NC(=S)NCCSc1ccc(Cl)cc1	-4	8%	11%	i	i	12	-0.4	-1%
44	C=CCn1c(SC(C)C(=O)Nc2ccc(F)c(F)c2F)nnc1C1CC1 (stereo not given)	1	1%	4%	-9%	i	-11	-0.6	-2%
45	C[N+](C)(C)CCN(Cc1ccc(Cl)cc1)c1ccccn1	-1	-4%	5%	i	i	-26	1.4	-1%
46	C[C@H](CO)N1C[C@H](C)[C@@H](CN(C)C(=O)Nc2ccc3c(c2)OCO3)Oc2c(NC(=O)Nc3ccccc3)cccc2C1=O	14	-1%	3%	-23%	i	28	-0.2	-1%
47	COc1ccccc1NC(=O)CN1C(=O)C(C)SC(C)C1=O (stereo not given)	-19	4%	10%	6%	i	-11	0.6	2%
48	CC(C)OCC(O)CN1CCN(CC(O)COc2ccc3c(c2)OCO3)CC1 (stereo not given)	0	0%	8%	-7%[57.5 µM]	i	-7	0.4	0%
49	COc1ccc(S(=O)(=O)Nc2nc3ccccc3nc2NCc2ccc3c(c2)OCO3)cc1	-1	-1%	2%	-10%	i	14	-1.9	-9%
50	C=CCNC(=O)C1=NOC(CNC(=O)c2c(-c3ccccc3Cl)noc2C)C1 (stereo not given)	6	12%	5%	i	i	0	-1.3	1%
51	O=S(=O)(NC(=NC1CCCCC1)c1ccccc1)c1ccccc1	10	10%	4%	i	i	11	-0.8	0%
52	CCOC(=O)C1=C(C)Nc2ccccc2N=C1NC(=O)c1cc(C)on1	4	0%	6%	-13%	i	54	-0.2	0%
53	CC(NC(=O)COC(=O)CN1C(=O)C2CCCCC2C1=O)c1ccccc1 (stereo not given)	4	16%	8%	-8%	i	6	-0.1	1%
54	O=S(=O)(Nc1ncccn1)c1ccc(NC(=S)NCCc2ccc(Cl)cc2)cc1	0	1%	10%	-15%	i	-8	-1.1	2%
55	Cc1cccc(C)c1NC(=O)CN(C)C(=O)c1cccc(-n2cccc2)c1	-10	3%	12%	i	i	0	1.1	1%
56	CNCCCOc1cccc(OC(C)C)c1	-6	-2%	9%	i	i	-13	-4.2	-1%
57	CCN(C(=O)COC(=O)CSc1ccc(C)cc1C)c1c(N)n(Cc2ccccc2)c(=O)[nH]c1=O	-4	2%	-5%	-25%	i	-13	0.5	.
58	O=C(Nc1ccc(Cl)cn1)c1cc(S(=O)(=O)N2CCCCC2)ccc1Cl	0	-1%	2%	-7%[57.5 µM]	i	16	1.9	1%
59	COC(=O)C1(CCSC)NC(c2ccc(OC)cc2OC)C2C(=O)N(c3cccc(C(C)=O)c3)C(=O)C21 (stereo not given)	4	3%	19%	i	i	-6	-3.4	1%
60	CCCCOC(=O)Nc1nc(C)c(C(=O)OCC)s1	2	3%	4%	i	i	-1	0.5	0%
61	Cc1ccc2c(C)c(C(=O)N3CCC(O)(c4ccccc4)CC3)oc2c1C	4	-6%	9%	i	i	?	1.9	-1%
62	CCn1c(=O)cc(OCC(=O)Nc2ccccc2C#N)c2ccccc21	-11	14%	5%	-26%	i	0	0.7	-3%
63	Cc1cc(NC(=O)c2ccoc2C)no1	-3	-4%	3%	i	i	-19	-0.1	1%

High-throughput results as filed in PubChem.

A portion of the library; count on the stated rates, not on these rows.
